BAZ2B block – BAZ2B (human) inhibition. Q9UIF8. AlphaScreen BAZ2B-H3K14Ac peptide displacement. Potency, µM (titrated, usually from 114 µM), inactives show at the top dose activity change, negative = inhibition, usual class: inhibitors. 4.4% of 360,000 active; also: potency is read from the fitted curve at half-maximal effect; % is scaled to controls: 0 for no effect and ±100 for the full control effect; nearly all actives have a fitted effect of over 60% in size
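AlphaScreen displacement of biotin-H3(5-23)K14Ac peptide (50 nM final) from BAZ2B (50 nM final) in PBS pH 7.4, 0.01% Tween-20; complex preformed 30 min RT, then compounds (top 110 uM) 30 min RT, beads 20 min dark.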
PI4K2A block – PI4K2A (human) kinase inhibition; Q9BTU6; purified PI4K2A, ADP-Glo luminescence, 1 h; hits give low values; activity change, negative = inhibition, % at 76.9 µM; 0.13% of 420,000 active; in the data active = activity change below about -50%; inconclusive = mostly about -30% to -49%;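 also: -100% = wells without enzyme as full effect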
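ADP-Glo luminescence measured ADP generated by PI4K2A enzyme (4 ug/mL before mixing) with 1.2 mM PI substrate (pre-mix) and 300 microM ATP (pre-mix). Tris pH7.5 buffer with MgCl2, Triton X-100; 1 h reaction at ambient temperature.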
ERG Ets-DNA blk – blocks human ERG Ets domain binding to DNA; P11308; fluorescence polarization, His-ERG Ets domain / labelled DNA; Potency, µM (series often up to 76.9 µM), without a hit: at the highest dose FP activity, negative = inhibition, actives largely listed as inhibitors; 0.028% of 370,000 active; active = well fitted inhibition curve with a large enough effect in the polarisation, with a control signal flat; inconclusive = small, poorly fitted or top-dose-only effect, or effect the other way, or a change in a side signal; inactive = no such curve, though single readings can be large or run the other way; the % refers to the polarisation;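 also: polarization taken with two DNA probes labelled with fluorescein and Texas red; potency is read from the fitted curve at half-maximal effect; % of control where 0% means no effect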
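His-tagged ERG Ets domain (1 uM in the protein solution; 300mM KCl, 50mM Tris-HCl, 1mM EDTA, 1mM DTT, pH 7.5) received compound, then a probe mix of 5 nM fluorescein-DNA and 100nM Texas-615-DNA. Fluorescence polarization was read for both dyes.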
PGK inhibitor – blocks T. brucei phosphoglycerate kinase. 0.043% of 380,000 active. PGK/GAPDH coupled, Kinase-Glo luminescence, 60 min. Potency, µM (highest dose often 57.5 µM), inactives show top-dose activity change, negative = inhibition, most hits filed as inhibitors; also: potency is read from the fitted curve at half-maximal effect; % is scaled to controls: 0 for no effect and ±100 for the full control effect; nearly all actives have a fitted effect of over 60% in size
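Luminescent ATP detection (Kinase-Glo Plus) follows a 60-minute room-temperature incubation, with wells lacking PGK as controls. Buffer: 100 mM TEA (pH 7.6), 5 mM MgCl2, 0.01% Tween-20. Coupling enzyme GAPDH (100 nM final) supplies unstable 1,3-BPG in-well.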
Pin1 inh – human Pin1 inhibition. Q13526. Pin1 FP peptide displacement, HiFluor488, 10 min. Potency, µM (series often up to 115 µM), for the others: top-dose activity, negative = inhibition, usual class: inhibitors. 0.009% of 390,000 active. AID 504891; active = well fitted inhibition curve with a large enough effect in the polarisation, with a control signal flat, not every such curve was filed as active; inconclusive = small, poorly fitted or top-dose-only effect, or effect the other way, or a change in a side signal; inactive = no such curve, though single readings can be large or run the other way; the % refers to the polarisation; also: potency is read from the fitted curve at half-maximal effect; % is scaled to controls: 0 for no effect and ±100 for the full control effect
JMJD2A Tudor – JMJD2A Tudor domain (human) inhibition | O75164 | AlphaScreen JMJD2A-Tudor / H3K4me3 peptide binding | Potency, µM (highest dose often 114 µM), inactives show top-dose activity change, negative = inhibition, actives largely listed as inhibitors | 4.4% of 390,000 active | AID 504339; also: potency is read from the fitted curve at half-maximal effect; % is scaled to controls: 0 for no effect and ±100 for the full control effect; nearly all actives have a fitted effect of over 50% in size
GLS inhibitor – blocks human kidney-isoform glutaminase activity; O94925; GLS enzymatic activity, qHTS titration; Potency, µM (top dose mostly 45.5 µM), without a hit: at the top dose activity change, negative = inhibition, usual class: inhibitors; 0.21% of 410,000 active; AID 624170; also: potency is read from the fitted curve at half-maximal effect; % is scaled to controls: 0 for no effect and ±100 for the full control effect
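Human kidney-isoform GLS in 45 mM KH2PO4 pH 8.2, 0.02% Tween-20, with compound, started with 1mM L-Glutamine (added stock). Glutamate oxidase/HRP/Amplex red coupled fluorescence read at start and after 30 min at RT.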
HP1b binding inh – HP1-beta chromodomain-methylated histone interaction inhibition. P83916. AlphaScreen HP1-beta / biotin-H3K9me3 peptide binding. Potency, µM (top dose mostly 114 µM), for the others: at the highest dose activity change, negative = inhibition, actives largely listed as inhibitors. 0.56% of 390,000 active. AID 540317; also: potency is read from the fitted curve at half-maximal effect; nearly all actives have a fitted effect of over 70% in size; inactives centre near 23
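HP1-beta protein (50 nM final) preincubated 30 min at room temperature with biotinylated H3(1-18)K9me3 peptide (50 nM) in PBS pH 7.4, 0.01% Tween-20, then compound added for 30 min. AlphaScreen streptavidin donor/nickel chelate acceptor beads (10 ug/mL final), 30 min dark, luminescence read.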
G9a inh – inhibitors of human histone lysine methyltransferase G9a | G9a H3K9 monomethylation, AlphaScreen, 2 h | Potency, µM (top dose mostly 102 µM), for inactives: at the highest dose activity, negative = inhibition, usual class: inhibitors | AID 504332 | 8.8% of 350,000 active; also: potency is read from the fitted curve at half-maximal effect; % is scaled to controls: 0 for no effect and ±100 for the full control effect; nearly all actives have a fitted effect of over 75% in size
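G9a (20 nM) was preincubated 15 min with compound, then reacted 2 h at room temperature with 500 nM biotin-H3K9 peptide and 20 µM SAM. Monomethyl-H3K9 detected by AlphaScreen using anti-H3K9me1 antibody.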
Active calls of the source: *; i = inactive; u = inconclusive; x = no result given; [ ] = another dose, or the depositor's remark. Unless noted, calls follow the shape of the dose curve; as a rule, active = well fitted curve in the direction sought with a large enough effect; inconclusive = small, poorly fitted or top-dose-only effect, or another doubt; inactive = no such curve, though single readings can be large; an effect the other way counts as inactive or inconclusive.

SMILES	BAZ2B block	PI4K2A block	ERG Ets-DNA blk	PGK inhibitor	Pin1 inh	JMJD2A Tudor	GLS inhibitor	HP1b binding inh	G9a inh
C=CCNC(=O)NC(=O)COC(=O)C(C)Oc1ccc(Cl)cc1Cl (stereo unspecified)	-6%	1	-1%	-5%	-1%	4%	-12%	21%	-13%[59 µM]
O=C(COc1ccccc1Cl)N1CCN(c2ccc([N+](=O)[O-])c(N3CCOCC3)c2)CC1	u	-4	x	x	-2%	u	5%	-19%	u
Cc1ccc(NC(=O)CSc2nc3sc(C)cc3c(=O)n2C)cc1	0%	5	-2%	6%	7%	-3%	-2%	6%	-5%[59 µM]
Cc1cc(N2CCCC2)ccc1NC(=O)COc1ccc(Cl)cc1	x	4	48%[activator]	-9%	14%	u	-11%	-17%	x
CCOC(=O)c1cc(-c2ccccc2)sc1NC(=O)CSc1nnnn1C	-3%	3	-10%	-13%	14%	-23%	-4%	12%	18%
Cc1ccc(Nc2nc3ccc(C)cc3nc2-n2nc(C)cc2C)c(C)c1	31%[activator]	0	-3%	-3%	1%	93%[activator]	5%	165%[activator]	83%[activator][59 µM]
O=C(O)C=C(Br)Br	6%	-2	-3%	6%	3%	-28%	6%	29%	x
CC(=O)N1CCSc2ccc(S(=O)(=O)NCCc3ccc(Cl)cc3)cc21	-6%	0	3%	-4%	2%	-25%	-15%	66%[activator]	-8%
COc1ccc2oc(=O)cc(CN3CCN(Cc4ccc(OC)c(OC)c4OC)CC3)c2c1	-12%	-3	2%	i	0%	-31%	6%	10%	-8%
CCCc1cc(=O)oc2cc(OCC(=O)Nc3cc(C)on3)ccc12	-7%	-2	6%	-6%	9%	-9%	2%	14%	-28%[59 µM]
Oc1ccc(-c2csc(-c3c[nH]c4ccccc34)n2)c(O)c1	u	2	u	-1%	3%	-35%	17%	-18%	-14%[59 µM]
O=C(COC(=O)c1cc(=O)[nH]c2ccccc12)Nc1ccc(Cl)c(S(=O)(=O)N2CCOCC2)c1	x	-6	x	i	7%	-31%	-4%	29%	x
CC1(C)CC(=O)C=C(NCCc2ccccc2)C1	-5%	4	-3%	4%	-4%	-9%	-7%	15%	34%
COc1ccc(NC(=O)CSc2ccc(NC(C)=O)cc2)cc1S(=O)(=O)N1CCCCC1	-27%	1	5%	-2%	-2%	-15%	4%	20%	-28%[59 µM]
O=c1[nH]c(C2CCN(S(=O)(=O)/C=C/c3ccccc3)CC2)nc2c1nnn2Cc1ccc(F)cc1	-6%	2	11%	-6%	20%	-16%	0%	22%	-12%
NC(=O)c1cc([N+](=O)[O-])ccc1NCc1cccc([N+](=O)[O-])c1	13%	-1	1%	-6%	0%	-17%	2%	30%	24%[2.33 µM]
Nc1cccc(Oc2ccc([N+](=O)[O-])cc2)c1	2%	7	-1%	-5%	-4%	-8%	-3%	17%	u
CCN(C(=O)COC(=O)c1ccc(-n2c(C)ccc2C)cc1)c1c(N)n(Cc2ccccc2)c(=O)[nH]c1=O	x	-3	-2%[15.4 µM]	2%	10%	-9%	5%	12%	x
Cc1cc(C)c(C#N)c(N2CCN(c3ccccc3)CC2)n1	4%	-1	1%	-11%	-3%	30%	3%	52%[activator]	57%[activator]
NC(=O)CC(NC(=O)c1ccc(Br)cc1)c1ccc(N2CCC(Cc3ccccc3)CC2)c([N+](=O)[O-])c1 (stereo unspecified)	u	4	3%	9%	-2%	u	3%	4%	u

A run of entries of the results above, as a working copy:
SMILES	BAZ2B block	PI4K2A block	ERG Ets-DNA blk	PGK inhibitor	Pin1 inh	JMJD2A Tudor	GLS inhibitor	HP1b binding inh	G9a inh
Oc1ccc(-c2csc(-c3c[nH]c4ccccc34)n2)c(O)c1	u	2	u	-1%	3%	-35%	17%	-18%	-14%[59 µM]
O=C(COC(=O)c1cc(=O)[nH]c2ccccc12)Nc1ccc(Cl)c(S(=O)(=O)N2CCOCC2)c1	x	-6	x	i	7%	-31%	-4%	29%	x
CC1(C)CC(=O)C=C(NCCc2ccccc2)C1	-5%	4	-3%	4%	-4%	-9%	-7%	15%	34%
COc1ccc(NC(=O)CSc2ccc(NC(C)=O)cc2)cc1S(=O)(=O)N1CCCCC1	-27%	1	5%	-2%	-2%	-15%	4%	20%	-28%[59 µM]
O=c1[nH]c(C2CCN(S(=O)(=O)/C=C/c3ccccc3)CC2)nc2c1nnn2Cc1ccc(F)cc1	-6%	2	11%	-6%	20%	-16%	0%	22%	-12%

The list goes on:
SMILES	BAZ2B block	PI4K2A block	ERG Ets-DNA blk	PGK inhibitor	Pin1 inh	JMJD2A Tudor	GLS inhibitor	HP1b binding inh	G9a inh
CC(C)NS(=O)(=O)c1ccc(OCC(=O)Nc2cccc3ccccc23)cc1	4%	0	-8%	-7%	6%	-10%	-3%	3%	16%[59 µM]
COCCNC(=S)N1CCN(c2nc(-c3cccc(OC)c3)cs2)CC1	u	188	-2%	-8%	-10%	-32%	2%	-17%	u
COc1ccc(-c2cc(-c3ccc(OC)cc3)[nH]n2)cc1	-8%	3	-2%	-9%	-3%	u	-11%	5%	6%[59 µM]
O=C(COc1ccc(Cl)cc1)Nc1ccccc1CO	8%	-4	0%	9%	2%	-5%	21%	x	-2%
O=C(N/N=C/c1ccccc1[N+](=O)[O-])c1ccc(COc2ccccc2-c2ccccc2)cc1	-9%	-1	1%	2%	11%	-25%	2%	1%	-7%[59 µM]
O=C(Nc1nc(-c2ccc(F)c(F)c2)cs1)Nc1ccc(F)cc1F	-1%	-2	8%	-2%	4%	-1%	-12%	31%	1%
Cc1cc2c(cc1C)N(C(=O)CSC1=NCCS1)C(C)(C)c1ssc(=S)c1-2	8.9µM*	3	-2%	i	-1%	6.3µM*	2%	u	5µM*
CCCN(CC(=O)Nc1ccc(F)c(F)c1F)CC(=O)Nc1c(C)n(C)n(-c2ccccc2)c1=O	4%	-5	-3%	-12%	-4%	-5%	5%	29%	11%[2.33 µM]
COCC(C)OC(=O)c1c(N)n(-c2ccc(OC)c(OC)c2)c2nc3ccccc3nc12 (stereo unspecified)	1%	2	0%	i	9%	-10%	-1%	63%[activator]	14%
CC(C)NC(=O)CN(C)S(=O)(=O)c1ccc(F)cc1	1%	12	0%	-5%	3%	0%	-19%	7%	21%[59 µM]
COc1ccc(COC(=O)C2=C(C)NC(=O)NC2c2ccccc2)cc1 (stereo unspecified)	-20%	2	u	-4%	0%	-18%	-11%	21%	-2%
CN(C)c1ccc(CNC(=O)C2CCCN(S(=O)(=O)c3ccc4c(ccn4C)c3)C2)cc1 (stereo unspecified)	-16%	2	-1%	-7%	2%	-9%	-7%	16%[57 µM]	u
COc1ccc(Nc2c3c(nc4ccccc24)CCC3)cc1	-23%	6	1%	-3%	-2%	-20%	u	10%	6%[2.33 µM]
O=C(CCCn1c(=O)[nH]c2ccc(Br)cc2c1=O)N1CCN(c2cccc(Cl)c2)CC1	-13%	1	12%	1%	4%	-21%	6%	12%	-44%[59 µM]
CN(CC(=O)Nc1ccc(F)c(F)c1F)C(=O)C1CCCC1	0%	0	2%	i	-2%	-9%	-6%	43%[activator]	u
O=C(c1cccc(C(=O)N2CCN(c3ccccc3F)CC2)c1)N1CCN(c2ccccc2F)CC1	-26%	-9	-1%	-8%	3%	-12%	4%	14%	-38%[12.7 µM]
O=C(CC1SC(N2CCCCC2)=NC1=O)Nc1ccc(C(=O)NCc2ccccc2)cc1 (stereo unspecified)	x	2	-3%	4%	-4%	0%	2%	15%	x
CC1CCN(S(=O)(=O)N2CCC(C(=O)NCc3cccs3)CC2)CC1	1%	-2	3%	i	1%	-10%	1%	35%	-34%[59 µM]
CCC(CO)NC(=O)C(=O)Nc1c2c(nn1-c1ccc(F)cc1)CSC2 (stereo unspecified)	0%	-3	-2%	1%	-2%	-4%	5%	4%	u
CCCS(=O)(=O)c1c(S(=O)(=O)CCC)c2cnccn2c1C(=O)c1ccc(F)cc1	-5%	-1	x	-3%	3%	-14%	4%	9%	6%
Cc1ccc(N(C(=O)Cn2nnc(-c3ccc(C)o3)n2)C(C(=O)NC2CCCC2)c2ccncc2)cc1 (stereo unspecified)	-20%	2	-10%	-8%	-2%	4%	1%	22%	11%
COc1ccccc1Nc1ncc(C(=O)N2CCN(Cc3ccc(OC)c(OC)c3OC)CC2)c2ccccc12	5%	5	-11%	2%	u	5%	11%	68%[activator]	28%[59 µM]
CCOc1ccc(CCNC(=O)C2CCN(c3nn4c(=O)cc(C)nc4s3)CC2)cc1OCC	2%	-1	-22%	-2%	-2%	-23%	-6%	27%	57%[activator][59 µM]
O=C(NCC(c1ccc2c(c1)OCO2)N1CCN(c2ccccc2)CC1)C(=O)Nc1ccccc1 (stereo unspecified)	-2%	-2	10%	-9%	0%	-25%	9%	18%[57 µM]	8%[59 µM]
CCC(=O)NCCc1nc2ccccc2n1Cc1ccccc1	-2%	6	4%	-5%	2%	-11%	3%	24%	22%[59 µM]

From PubChem
